# Ba/F3 V617F tox – loss of viability in JAK2V617F-driven Ba/F3 cells. Ba/F3 EpoR-JAK2V617F viability, ATP luminescence. inhibition, % at 5.6 µM. hit rate 1.1% among 220,000;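 active = inhibition above the campaign mean plus 3 SD over all tested compounds, cut at about 24% in these data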;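 also: cytokine-independent growth of Ba/F3 cells driven by EpoR plus mutant JAK2; 0% = DMSO-treated cells and 100% = JAK inhibitor I control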
# BaF3 tox – counter-screen for JAK2V617F inhibitors: parental Ba/F3 viability inhibitors. CellTiter-Glo ATP luminescence. inhibition, % at 5.6 µM. hit rate 1.1% among 220,000. AID 1486;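 active = inhibition above a per-campaign cutoff, the mean inhibition of all tested compounds plus 3 SD, cut at about 27% in these data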;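 also: 0% = DMSO wells and 100% = JAK Inhibitor I control wells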
# Mdm2 ligase inh – Mdm2 E3 ligase (human) inhibition; signal enhancement, % at 5 µM; hit rate 0.11% among 210,000; AID 1230; Q00987; cell-based MDM2 ubiquitination luciferase reporter, 2 h; 0 = plate control, 100 = twice control, blank-subtracted;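 active = signal enhancement of 30% or more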;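 also: luminescence tracks abundance of the self-degrading MDM2-luciferase fusion protein; higher signal means inhibition of MDM2 E3 ligase activity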
#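 test system = mammalian cells stably expressing self-ubiquitinating, self-degrading MDM2 E3–luciferase fusion | quantity = 2000 cells/well | incubation = cell settling 4 h, compound treatment 2 h, both 37 °C | signal = luminescence with SteadyLite reagent, 15 min at room temperature | evaluation = % enhancement relative to plate controls after blank subtraction | benchmarks = plate controls and plate blanks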
# PERK inh – inhibitors of human PERK kinase; Q9NZJ5; CHO PERK-DD fusion, SEAP luminescence translation reporter; inhibition, % at 5.6 µM; hit rate 0.17% among 220,000; AID 1416;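 active = inhibition above the mean inhibition of all tested compounds plus 3 SD, set separately per screening campaign, cut at about 2.9% in these data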;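 also: PERK kinase domain activated by AP20187 dimerizer at 100 nM; 0% = DMSO with dimerizer and 100% = rapamycin at 8.4 µM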
# S1P4 ag – agonists of human S1P4 receptor; S1P4-expressing cell line, agonist reporter assay; AID 1509; O95977; activation, % at 4.98 µM; hit rate 0.35% among 220,000; in the data active = activation above about 11%;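 also: 0% = DMSO vehicle and 100% = reference agonist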
# S1P4 antag – blocks the human S1P4 receptor. O95977. S1P4-expressing cells, antagonist mode, reporter read-out. inhibition, % at 4.98 µM. hit rate 0.26% among 220,000. AID 1510; in the data active = inhibition above about 29%;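 also: 0% = wells stimulated with agonist and 100% = vehicle wells without agonist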
# eIF4E 4G PPI – eIF4E/eIF4G interaction inhibition in translation initiation | AID 782 | hit rate 0.37% among 220,000 | P63073+Q04637 | inhibition, % at 21.7 µM | TR-FRET eIF4E-eIF4GI(517-606) binding, 2 h;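 active = inhibition above about 30%, limit read from the data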;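 also: 0% = full FRET control wells and 100% = background wells lacking eIF4GI fragment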
# NPY2 pot ag – potentiates or activates human NPY-Y2 receptor; P49146; cells expressing NPY-Y2, potentiator/agonist read-out; activation, % at 3.6 µM; hit rate 0.45% among 220,000; AID 1359; in the data active = activation above about 27%;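 also: cells stimulated with NPY near EC25 plus isoproterenol at EC100; 0% = vehicle plus submaximal agonist and 100% = vehicle plus saturating agonist; some results beyond the cut were filed as inactive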
# Wee1 stabilizer – human Wee1 degradation inhibition, primary screen; reporter increase, % at 5 µM; AID 1321; P30291; HeLa Luc-Wee1K328M stability, luciferase luminescence; 100% = proteasome inhibitor MG132 effect; hit rate 1.2% among 220,000;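 active = activation above the mean of all tested compounds plus 3 SD, set per screening run, cut at about 8.8% in these data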;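 also: cells exposed to compound for 20 h before luminescence read; 0% = DMSO alone and 100% = MG132 at 30 µM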
# Target sequence (P30291 whole entry K328M): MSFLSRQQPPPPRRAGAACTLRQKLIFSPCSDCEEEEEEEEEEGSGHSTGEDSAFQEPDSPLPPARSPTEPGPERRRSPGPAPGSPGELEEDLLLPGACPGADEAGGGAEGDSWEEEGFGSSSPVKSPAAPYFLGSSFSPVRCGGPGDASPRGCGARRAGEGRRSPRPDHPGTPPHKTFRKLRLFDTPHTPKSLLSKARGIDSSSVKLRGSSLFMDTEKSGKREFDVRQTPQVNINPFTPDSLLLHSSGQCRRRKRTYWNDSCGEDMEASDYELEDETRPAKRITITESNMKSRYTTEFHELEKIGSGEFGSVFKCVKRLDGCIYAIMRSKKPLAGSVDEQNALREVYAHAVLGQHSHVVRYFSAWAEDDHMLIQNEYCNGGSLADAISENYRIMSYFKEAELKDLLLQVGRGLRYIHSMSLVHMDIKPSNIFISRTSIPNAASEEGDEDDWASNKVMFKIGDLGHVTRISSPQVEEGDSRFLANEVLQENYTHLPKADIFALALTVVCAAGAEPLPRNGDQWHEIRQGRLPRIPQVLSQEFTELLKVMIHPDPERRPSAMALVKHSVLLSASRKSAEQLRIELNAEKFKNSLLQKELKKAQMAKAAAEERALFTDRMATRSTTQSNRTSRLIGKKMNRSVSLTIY
# * = called active by the depositor; / = no result given; [ ] = remark or other dose.
SMILES,Ba/F3 V617F tox,BaF3 tox,Mdm2 ligase inh,PERK inh,S1P4 ag,S1P4 antag,eIF4E 4G PPI,NPY2 pot ag,Wee1 stabilizer
Cc1cn2c(-c3ccncc3)nnc2s1,-4,6,-1,0.6,0.4,-46,-2,-2,-2
Cc1csc2ncc(C(=O)NCc3ccccn3)c(=O)n12,2,4,-8,-0.9,1.4,-9,4,9,-1
CCOc1ccc(NC(=O)c2sccc2-n2cccc2)cc1,-3,4,-16,0.2,2.4,-6,1,-9,0
Cc1ccc(NC(=O)c2ccccc2N(C)S(C)(=O)=O)cc1C,-2,6,-3,-0.6,-1.9,-16,-6[fluorescence artefact?],-2,-3
COc1ccc(N2CCN(C(=O)c3cc4c(-c5cccc(OC)c5)nn(C)c4s3)CC2)cc1,5,8,-20,-1.4,-0.6,-2,-1[fluorescence artefact?],-2,-1
CC1Cc2ccccc2N1C(=O)c1cc2sccc2n1Cc1ccccc1 (stereo not drawn),-3,-1,-20,-0.1,-1.5,-3,-9,1,-4
Cc1ccc(CNC(=O)C(NS(=O)(=O)c2cccc3nsnc23)c2ccccc2)cc1 (stereo not drawn),2,9,-1,-0.3,0.3,3,3,-2,0
COCCCNC(=O)C(C#N)c1nc2ccccc2nc1N1CCCC1 (stereo not drawn),-3,6,-6,-0.1,0.7,-7,-3,0,1
Cc1nc(SC(C)C(=O)Nc2cccc(C(F)(F)F)c2)c2c(C)c(C(=O)O)sc2n1 (stereo not drawn),-2,-13,/,0.7,-0.2,-8,-13,5,3
Cc1oc(-c2cccs2)nc1CN1CCN(CC(C)C)C(CCO)C1 (stereo not drawn),1,3,-7,1.5,0.5,10,0,10,0
COc1cccc(CN2CCNC(=O)C2CC(=O)NCCc2nc(C)c(C)s2)c1OC (stereo not drawn),-5,1,-16,0.0,-0.5,0,1,4,-3
NC(=O)Cc1nc2scc(-c3ccc(Cl)cc3)c2c(=O)[nH]1,1,5,-12,-0.4,1.2,-1,-4,-10,2
O=C(O)c1ccc2c3c(cccc13)C(=O)N(OS(=O)(=O)c1ccccc1)C2=O,-1,0,29,0.5,0.1,-5,-6,6,-2
COc1ccccc1/C=C/C(=O)Nc1ccc2c(c1)OCCO2,3,12,-15,-0.3,-0.4,5,5,-9,2
NC(=O)c1ccccc1NC(=O)/C=C/c1cccc(Cl)c1,-5,5,-24,0.3,4.5,-20,-4,9,-2
CC(C)C(=O)Nc1cccc(NC(=S)NC(=O)c2ccccc2Cl)c1,2,6,-6,0.3,1.1,-17,-8,20,3
O=C(CS(=O)(=O)c1cccc(C(F)(F)F)c1)Nc1ccccc1Cl,-2,3,-1,0.2,-3.0,-19,2[fluorescence artefact?],-8,0
CC(C(=O)NC1CCCCCC1)N(c1ccccc1)S(C)(=O)=O (stereo not drawn),0,3,-17,0.3,0.5,-20,-3[fluorescence artefact?],-16,-1
CCNC(=O)CCSc1nnc(-c2ccco2)o1,0,7,-9,0.6,1.9,-22,-2[fluorescence artefact?],0,-2
CC1=NCC(C)c2c1[nH]c1ccccc21 (stereo not drawn),-2,1,3,0.0,-0.3,-17,7[fluorescence artefact?],-2,-3
CCOC(=O)CNc1nc(-c2ccncc2)nc2ccccc12,-2,9,2,-1.6,1.9,7,-7,-1,-1
Cc1cccc(NC(=O)CN(C)S(=O)(=O)c2cccc3nsnc23)c1C,-2,-3,-13,-0.3,3.4,-21,6,-7,-1
Nc1c(C(=O)N/N=C/c2ccc(OCc3ccccc3)cc2)cnn1-c1ccccc1,0,-3,-6,-0.6,-0.3,0,3,-31,2
Cn1cccc1CNC(=O)Nc1ccccc1,0,3,-5,0.2,2.5,-14,-1,7,0
COc1ccc(-c2cc(=O)c3cc(C)ccc3[nH]2)cc1,1,7,/,0.2,0.6,16,9,-1,5

# Carrying on:
SMILES,Ba/F3 V617F tox,BaF3 tox,Mdm2 ligase inh,PERK inh,S1P4 ag,S1P4 antag,eIF4E 4G PPI,NPY2 pot ag,Wee1 stabilizer
COc1cc2c(cc1OC)C(c1ccc(-c3ccc(Cl)cc3Cl)o1)=NCC2,12,10,-6,-1.5,0.1,-8,-25[fluorescence artefact?],5,2
Cc1ccc(NC(=O)CSc2nnc(CN3CCOCC3)n2-c2ccccc2)cc1,0,2,/,-1.2,1.0,10,2,-18,-2
O=C(O)c1ccc(/C=N/N2CCN(Cc3ccc(Cl)cc3)CC2)cc1,4,8,-62,-0.3,0.1,6,-1,6,2
CC(c1ccon1)N(C)C(=O)CCc1nnc(Cc2ccc(-c3ccccc3)cc2)o1 (stereo not drawn),-6,2,3,0.3,-0.3,-6,0,-17,-2
CCOc1ccc(N(C(C)C(=O)NN=C2CCCCCCC2)S(C)(=O)=O)cc1 (stereo not drawn),-5,2,-4,-0.6,0.5,-5,-18,14,-1
CCCc1nc2ccccc2n2cc3c(=O)n(C)c(=O)n(C)c3c12,3,6,/,0.2,1.0,-14,/,-4,4
CCOC(=O)c1sc(=NC(=O)c2ccc(S(=O)(=O)N(C)c3ccccc3)cc2)n(C)c1C,-1,5,-6,2.1,0.9,2,-7,9,2
NC(=O)c1c(NC(=O)CSc2nnc(-c3ccco3)n2-c2ccccc2)sc2c1CCC2,-2,5,-1,-0.5,0.3,-11,31*[fluorescence artefact?],16,1
Cc1ccc(OCCN2C(=O)C(=O)c3cccc(C)c32)cc1,-4,1,-2,0.6,-1.1,-16,0,9,-4
O=C(CSc1nnc(COc2ccc(Cl)cc2)o1)OC1CCCCC1,6,4,3,0.2,1.2,3,7,-9,-1
COc1cccc(CN2CCN(Cc3ccc(C#CC(C)(C)O)s3)CC2CCO)c1 (stereo not drawn),3,8,-6,1.6,-0.9,10,-3,14,10*
CN1CCN(CC(=O)N(C)c2nc(-c3ccccc3)cs2)CC1,7,7,-13,-0.6,-3.0,3,4,-8,3
CCOc1ccc(-c2noc(-c3ccncc3)n2)cc1OCC,-3,-1,9,0.4,-0.5,-3,-7,13,0
N#CCCN(CCC#N)C(=O)c1ccc(Cl)cc1,3,4,-14,0.9,0.6,-12,2,-10,0
Cc1ccccc1OCc1csc(N)n1,1,6,0,0.9,0.6,-28,0,1,16*
CCOC(=O)c1c(NC(=O)CN(CC)CC)sc2c1CCN(C(=O)OCC)C2,0,2,-11,-0.8,0.4,-20,4,-4,0
CCO[C@H]1OC(C(=O)O)=C[C@@H](c2ccc3c(c2)OCO3)[C@@H]1CCCO,-3,2,/,-0.5,0.3,3,5,-5,-1
CC(OC(=O)CCCN1C(=O)c2ccccc2C1=O)C(=O)Nc1ncc(Cl)cc1Cl (stereo not drawn),-3,1,-10,1.2,-0.3,-11,9,-19,-2
Cc1ccc(OCC(=O)Nc2ccc(-c3nnc(-c4ccco4)o3)cc2)cc1,-3,2,3,2.2,1.4,-1,/,-2,2
COc1ccc(CCCc2nc3ccccc3[nH]2)cc1,0,-3,-8,-0.6,0.7,12,1,-17,9.9*
Cc1ccc(S(=O)(=O)NCC(=O)N(CC(=O)NCC2CCCO2)C2CCCC2)cc1 (stereo not drawn),-2,4,16,0.6,-2.7,4,91*[fluorescence artefact?],0,-1
CC(=O)NCCc1csc(-c2ccccc2)n1,0,4,-5,0.3,1.8,-12,9,-3,-1
COc1ccc(CNCCCO)cc1OC,-2,5,/,0.9,0.4,4,-2,-9,-2
COc1ccc(Cl)c(Cn2c(NCc3ccco3)nc3c2c(=O)n(C)c(=O)n3C)c1,37*,17,-2,-0.4,0.5,-14,12,7,0
O=[N+]([O-])c1ccccc1CN1CCN(Cc2ccccn2)CC1,0,2,-10,-0.1,1.5,0,4,21,4

# Next part
SMILES,Ba/F3 V617F tox,BaF3 tox,Mdm2 ligase inh,PERK inh,S1P4 ag,S1P4 antag,eIF4E 4G PPI,NPY2 pot ag,Wee1 stabilizer
CC(C)(C)OC(=O)N1CCC(C(=O)N2CCOCC2)CC1,-2,1,-4,1.2,1.4,-5,2,-1,-2
Cc1cccc(NC(=O)NCCN2C(=O)C3C4C=CC(C4)C3C2=O)c1 (stereo not drawn),-1,8,-16,1.7,1.1,-2,0,-1,1
C#Cc1cccc(NC(=O)C2CCN(C(C)=O)CC2)c1,2,4,-1,0.3,0.4,0,1,-6,-1
CC1=Nn2c(nnc2-c2cccs2)SC1,1,6,-8,0.1,-2.9,-3,2,2,1
Cc1cc(NC(=O)CCSc2ccccc2)no1,-1,4,0,1.8,-0.6,1,3,2,-2
CC(C)c1ccc(NC(=O)C2C3C=CC4(CN(Cc5cccnc5)C(=O)C24)O3)cc1 (stereo not drawn),0,6,-5,0.2,2.2,-13,2,12,-3
CC(=O)NN1C(=O)/C(=C\c2ccc(C)cc2)SC1=S,-1,2,-39,1.3,2.0,-6,5,-21,-2
COc1ccc(C(NC(C)=O)c2c(O)ccc3ccccc23)cc1OC (stereo not drawn),-4,3,4,0.8,4.9,-18,1,11,0
CNC(=O)COC(=O)c1[nH]c(C)c(C(C)=O)c1C,-1,2,-12,-0.1,0.6,-6,-5[fluorescence artefact?],12,-1
COc1ccc(C2=NN(c3ccccc3)C(=O)/C2=C\c2ccc(O)c(OC)c2)cc1,3,2,-5,-0.3,0.6,13,2,-12,1
O=C(Nc1ccc([N+](=O)[O-])cn1)c1ccc2c(c1)OCO2,3,4,-18,0.3,1.0,-4,0,10,1
